D1 ag = activates the human D1 dopamine receptor. P21728. activation, % at 2 µM. 1% of 360,000 active. HEK293 T-REx D1 cells, calcium flux, agonist mode; note: 0% is about no effect
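Inducible HEK293 T-REx D1 cells, force-coupled to calcium signalling, were plated at 4000 cells/well with tetracycline and held overnight at 30 C. After no-wash calcium dye loading, compound-evoked calcium rise over 180 s flagged agonists.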
TRHR PAM = TRH receptor (human) allosteric enhancement | P34981 | enhancement, % at 2 µM | TRHR cells, fluo-8 calcium fluorescence, EC20 TRH enhancement | 0.66% of 360,000 active; in the data active = enhancement above about 30%; note: 0% is about no effect
Target sequence (P34981 whole entry, looked up): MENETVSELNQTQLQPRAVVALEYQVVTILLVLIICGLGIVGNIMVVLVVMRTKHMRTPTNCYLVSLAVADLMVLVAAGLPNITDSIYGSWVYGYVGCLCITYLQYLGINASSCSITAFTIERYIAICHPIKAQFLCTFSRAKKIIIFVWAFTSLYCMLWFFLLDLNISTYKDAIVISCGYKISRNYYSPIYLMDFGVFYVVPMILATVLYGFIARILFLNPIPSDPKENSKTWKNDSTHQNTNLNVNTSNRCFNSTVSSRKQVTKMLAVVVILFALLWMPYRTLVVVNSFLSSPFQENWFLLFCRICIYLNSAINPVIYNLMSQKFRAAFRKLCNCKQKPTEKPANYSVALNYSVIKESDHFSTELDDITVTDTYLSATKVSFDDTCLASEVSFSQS
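Enhancer read-out: after compound pinning and an initial kinetic agonist-mode read, an EC20 of TRH (10 nM final) was injected and fluo-8 calcium signal (Ex 480/Em 530) followed at 1 s/cycle for 100 cycles in TRHR-expressing cells.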
D2 ag = activates the human D2 dopamine receptor; P14416; HEK293 T-REx D2 cells, calcium flux agonist mode; activation, % at 2 µM; 0.53% of 340,000 active;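 active = activation over 3 SD above normal in the single-dose calcium agonist read, cut at about 30% in these data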; note: 0% is about no effect
Target sequence (P14416 whole entry, looked up): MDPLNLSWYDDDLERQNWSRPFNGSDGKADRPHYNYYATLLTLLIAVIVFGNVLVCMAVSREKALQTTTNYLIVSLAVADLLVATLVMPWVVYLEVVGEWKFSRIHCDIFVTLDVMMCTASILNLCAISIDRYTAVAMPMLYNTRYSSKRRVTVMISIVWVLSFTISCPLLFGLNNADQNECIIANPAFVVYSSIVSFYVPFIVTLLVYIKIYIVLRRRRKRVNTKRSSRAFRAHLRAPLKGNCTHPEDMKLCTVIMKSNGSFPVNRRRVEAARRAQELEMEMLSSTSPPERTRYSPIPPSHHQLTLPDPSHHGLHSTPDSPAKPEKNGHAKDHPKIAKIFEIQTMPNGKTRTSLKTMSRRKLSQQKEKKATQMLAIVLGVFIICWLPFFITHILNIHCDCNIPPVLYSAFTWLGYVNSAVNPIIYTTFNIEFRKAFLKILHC
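Tetracycline-induced HEK293 Trex cells with D2 receptor force-coupled to calcium signaling, plated overnight at 30 C and loaded with no-wash calcium dye. Calcium flux read kinetically for 180 s after compound addition; responses flag agonists.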
TRHR ag = TRH receptor (human) agonism. TRHR cells, calcium flux fluo-8, FDSS agonist mode. activation, % at 2 µM. 0.18% of 360,000 active. AID 493084; note: 0% is about no effect
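TRHR-expressing cells, plated overnight in medium with 10% serum, were loaded with fluo-8 calcium dye at room temperature. After a 10 s baseline, library compound was pin-added and calcium release was recorded kinetically (ex 480/em 530) as agonist response.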
D1 potentiator = potentiators of human D1 dopamine receptor | P21728 | HEK293 TREx D1 cells, calcium flux, dopamine EC20 potentiation | potentiation, % at 10 µM | 0.036% of 360,000 active | AID 504651; in the data active = potentiation above about 30%; note: 0% is about no effect
D2 antag = D2 dopamine receptor (human) antagonism; P14416; HEK293 TREx D2 cells, calcium flux, dopamine EC80; inhibition, % at 10 µM; 2% of 340,000 active; AID 485344; in the data active = inhibition above about 30%; note: 0% is about no effect
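Overnight-induced (tetracycline, 30 C) HEK293 T-REx cells carrying force-coupled D2 receive a no-wash calcium dye, then compound, then EC80 dopamine at 180 s; signals are read kinetically throughout.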
RXFP1 antagonist = RXFP1 (human) relaxin receptor antagonism. HEK293-RXFP1, relaxin-stimulated cAMP HTRF, 30 min; active compounds read low. activity change, negative = inhibition, % at 57.5 µM. AID 1259400. 0.59% of 350,000 active. Q9HBX9;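 active = activity change of -60% or lower, but not beyond a set lower limit; inconclusive = change between -60% and -40%, or beyond the set limit; inactive = change above -40%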; note: % is set by controls: 0 for no effect and ±100 for the full control effect
D2 PAM = positively modulates the human D2 dopamine receptor allosterically. HEK293 T-REx D2, calcium flux, EC20 dopamine potentiation. potentiation, % at 10 µM. 0.34% of 340,000 active;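 active = potentiation over 3 SD above the plate norm, cut at about 30% in these data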; note: 0% is about no effect
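Using a no-wash calcium dye in inducible, force-coupled HEK293 Trex cells expressing D2, we tracked fluorescence each second for 180 s after compound, then for 180 s after EC20 dopamine to detect augmented signalling.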
D1 antag = antagonists of human D1 dopamine receptor; HEK293 TREx D1 cells, calcium flux, dopamine EC80; active compounds read low; 3.2% of 360,000 active; P21728; activity change, negative = inhibition, % at 10 µM; in the data active = activity change below about -30%; note: % is set by controls: 0 for no effect and ±100 for the full control effect
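Allosteric or orthosteric antagonism assessed as attenuation of the calcium response to EC80 dopamine, added 180 s after compound, in induced HEK293 Trex D1 cells loaded with no-wash calcium dye.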
Starred values were filed as active, the others as inactive; ? = inconclusive; . = not tested or not shown; & = joins results of further samples. Cut-off read from the data, not from the text of the source, unless noted: active = activation above about 30%; inactive = the rest. Outcome played no part in choosing rows; 7.3% or so of the library scored in one or more.

SMILES	D1 ag	TRHR PAM	D2 ag	TRHR ag	D1 potentiator	D2 antag	RXFP1 antagonist	D2 PAM	D1 antag
Cc1ccc(-n2nnc3c(SCC(=O)NCc4ccco4)ncnc32)cc1	4	-7	0.6	-0.5	-5	15	-8	1	-4
COc1cc(N/N=C(\C)c2ccc(O)c(C)c2)nc(-c2ccccc2)n1	1	34*	0.4	-0.4	4	13	-30	1	-4
Cc1nn(Cc2ccccc2)c(C)c1NC(=O)c1ccc([N+](=O)[O-])cc1[N+](=O)[O-]	-2	-3	-0.2	0.1	-2	-12	6	-11	3
Cc1cccc(NS(=O)(=O)c2c(C(=O)N3CCCC3)c(C)n(C)c2C)c1	3	2	0.7	-0.3	-1	2	34	21	13
CCc1nonc1NC(=O)c1oc2ccccc2c1C	1&0	4&2	-0.2&-0.2	-0.7&-1.8	-1&-1	13	-5&-9	1&-3	-2&6
Oc1ccccc1-n1c(-c2ccccc2)ccc1-c1ccccc1	1	-6	0.8	4.3	-7	-9	-13	21	-25
COc1cc(/C=C(\C#N)C(=O)Nc2cccc(C(=O)O)c2)ccc1OCc1ccc(F)cc1	-4	0	-1.1	-1.4	2	-19	-12	-1	4
CCOc1ccc(N=Nc2c(N)[nH][nH]c2=O)cc1	1	9	-2.5	-1.5	-5	7	0	10	4
Cc1cc(NC(=O)CSCC(=O)Nc2ccccc2N2CCCCC2)no1	4	-3	-1.2	1.1	-2	3	-5	4	-2
O=C(C1=C[C@H](c2csc3ccccc23)C[C@H](OCCCCO)O1)N1CCN(Cc2ccccc2)CC1	17	7	.	0.3	-3	.	.	-20	-1
O=C1CS/C(=N/N=C/c2cccs2)N1Cc1ccc(F)cc1	7	-2	-1.2	0.2	-5	-7	-2	-2	-22
O=C(Nc1ccc2nc(SCC(=O)N3CCOCC3)sc2c1)c1ccc(Cl)cc1	4	-2	-0.6	-0.4	-2	.	?	-8	-38*
CCn1c(N)[n+](CC(=O)Nc2ccc(SC(F)F)cc2)c2ccccc21	15	6	1.3	0.6	1	17	-35	-2	17
COc1ccc(NC(=O)c2cc(=O)c3cc(C)cc(C)c3o2)cc1	-1	7	-0.7	-0.6	1	.	2	-8	-6
CCOc1ccc(CCNc2ncnc3onc(-c4ccc(F)cc4)c23)cc1OCC	8	-4	0.5	0.0	1	.	-25	8	-15
CCC(C)NC(=O)CSc1ccc(NC(C)=O)cc1 (stereo unspecified)	4	2	2.1	0.1	-2	7	2	-10	6
CCCc1cnc2c(c1SCC(=O)Nc1ccccc1OCC)c(=O)n(C)c(=O)n2C	0	-2	-2.5	-0.4	0	.	-4	0	.
O=C(COC(=O)c1cccnc1Cl)Nc1ccc2c(c1)OCO2	4	1	-0.4	-0.4	-6	0	0	6	-3
CCCn1nc(C(=O)Nc2ccc3nc(N4CCOCC4)sc3c2)ccc1=O	8	1	0.9	-0.2	-2	-7	3	11	5
Cc1ccc(-n2c(=O)c3ccc(C(=O)NCc4ccco4)cc3n(Cc3ccccc3C#N)c2=O)cc1	1&4	13&10	1.2&-0.8	1.3&-0.9	3&3	6	-1	-7&-2	9&3
CCOC(=O)C1CCCN(C2=NC(=O)/C(=C/c3ccc(OC)cc3)S2)C1 (stereo unspecified)	0	-7	1.0	-1.1	2	-5	3	0	0
CCOC(=O)C1CCN(C(=O)CSc2n[nH]c(-c3ccc(OC)cc3)n2)CC1	0	-7	-0.6	-0.4	-1	.	-29	2	0
Cc1cc(C)nc(SCc2cn3c(C)cc(C)nc3n2)n1	0	-11	0.1	0.1	-6	7	-14	2	7
COc1ccc(CCNC(=O)c2cc3c(=O)n4cccc(C)c4nc3s2)cc1OC	-2	-2	-0.2	0.8	-2	28	3	20	0
Nc1ccc(Cl)cc1/C(=N/O)c1ccccc1	5	6	0.2	0.5	-3	-29	3	-2	-23
Cc1cc(C(F)(F)F)n(-c2ccc(N)cc2)n1	2	-2	0.2	1.5	-6	5	-7	-5	1
COCCN(CCOC)C(=O)COC(=O)c1cc([N+](=O)[O-])ccc1Cl	0	-6	-2.1	-0.5	2	-9	7	18	-2
COc1ccc(NC(C)=O)cc1NC(=O)CN1CCN(c2ccccn2)CC1	1	4	11	0.5	-4	-11	3	4	-2
Cc1cc(C)nc(N2N=C(CSc3ccc(Cl)cc3)CC2=O)n1	5	-2	-0.1	0.0	-2	-15	-4	3	-15
Cc1ccc(C)c(SCC(=O)OC/C(O)=C(\C#N)c2nc3ccccc3[nH]2)c1	2	5	0.8	0.6	-6	1	-22	7	7
COc1ccccc1-c1nnc(SCC(=O)Nc2cc(C)on2)o1	0	1	0.2	-0.2	-6	30	-2	-8	3
Cc1ccc(C)c(SCC(=O)Nc2cc(S(=O)(=O)N3CCOCC3)ccc2C)c1	4	0	0.5	0.3	-2	53*	-8	-5	0
Cc1cccc(Nc2nc(NCC3CCCO3)nc(N)c2[N+](=O)[O-])c1 (stereo unspecified)	2	13	13	-0.2	3	4	.	5	2
Cc1ccc(C(=O)CSc2nnc(Cn3nnc4ccccc43)n2C)cc1	2	-4	-0.6	-0.7	-5	-12	5	4	9
COCCNC(=S)N1CCN(c2nc(-c3cccc(OC)c3)cs2)CC1	0	-6	0.0	-0.6	-10	-1	-4	-4	-21
Cc1ccc(CC2C(=O)N(c3ccccc3)C(=O)C2C)cc1 (stereo unspecified)	2	0	-0.7	-0.4	-10	-6	0	-2	-15
Cc1ccc(CS(=O)(=O)CCC(=O)NCCN2CCCCC2C)cc1 (stereo unspecified)	1	2	0.0	-0.4	-1	18	18	-1	9
O=C(NCCOc1cccc2cccnc12)c1cccs1	5	-4	-0.7	-0.5	-4	-7	10	0	-5
O=C(CCN1C(=O)c2ccccc2C1=O)NCc1ccco1	-1	1	-0.1	0.4	0	16	-7	3	1
Cc1cc(C)nc(NC(=O)CSc2ncccn2)n1	2	5	-0.3	0.3	-1	-2	.	-2	11
CCOc1ccc(-c2noc(CCC(=O)NC3CCCC3)n2)cc1OC	2	-3	-0.8	-1.8	.	5	16	6	5
Cc1ccc(S(=O)(=O)N[C@@H](Cc2ccccc2)C(=O)N2CCC(C(=O)N[C@@H](CC(C)C)C(=O)O)CC2)cc1	1	-2	-0.6	0.2	-1	0	5	16	-2
COc1ccccc1CNC(=O)C(=O)NCC1OCCN1C(=O)c1cccs1 (stereo unspecified)	0	1	0.5	-0.6	-4	-9	-8	13	15
COc1ccc(OC)c(CCNC(=O)Cn2nc(C)n3c(cc4sccc43)c2=O)c1	-1	0	-0.2	-0.5	-1	.	-6	-2	-16
COc1cccc(NC(=O)CCCCCN2C(=O)[C@@H]3Cc4ccccc4CN3C2=O)c1	6	-4	0.1	0.5	-3	-46	10	-1	-14
CC1CCN(c2ccc(NC(=O)c3ccc([N+](=O)[O-])o3)cc2)CC1	1	5	0.3	-0.2	-1	-1	-17	2	33
O=C(NC(Cc1ccc(F)cc1)C(=O)O)c1ccccc1 (stereo unspecified)	-2	-2	-0.2	0.2	0	-10	11	8	10
CCC(C)C(NC(=O)c1ccc(Cl)cc1)C(=O)Nc1cccnc1 (stereo unspecified)	0	-25	0.2	-0.6	-1	-3	-6	10	3
COc1ccc2c(ccc[n+]2CC(=O)c2ccc(C)cc2)c1	6	4	1.2	3.5	2	-7	3	3	2
CCOC(=O)c1cc(-c2ccccc2)n(CCC(=O)NCCc2ccc(C)cc2)c1C	23	9	0.9	1.2	-7	.	-39	2	-4
CCOC(=O)c1ccc(NC(=O)c2cccc(C)c2[N+](=O)[O-])cc1	8	-1	-0.9	0.1	-3	-2	-4	-3	-19
Cc1ccc(-c2cc(C(=O)Nc3c(C(=O)c4ccccc4)oc4ccccc34)no2)cc1F	2	-1	-0.8	-0.9	-1	.	0	6	0
COc1ccc(/C(C)=N/Nc2nc3ccccc3nc2C)cc1OC	-1	7	0.0	-0.2	-11	-13	-10	0	-13
COc1ccc(CC(=O)Oc2ccc(C)cc2Br)cc1OC	12	-7	-0.5	0.2	-4	0	-5	14	-32*
CCn1ccnc1CNC(=O)CC1C(=O)NCCN1CCCc1ccccc1 (stereo unspecified)	3	-3	-0.4	0.1	-1	24	3	-4	-1
CCOC(=O)c1c(NC(=O)c2cccc([N+](=O)[O-])c2C(=O)O)sc2c1CCCC2	2	11	0.8	0.3	-7	-25	1	-3	-1
CC(=O)c1c(C)nc2ccc(Cl)cn12	1	10	0.6	0.9	3	-1	4	8	-14
Clc1ccc(CNc2ccc(N3CCN(Cc4ccccc4)CC3)cc2)cc1	5	18	2.1	0.8	-3	3	-20	-12	1
COc1ccc(CCn2c(C)cc(C(=O)CSc3nnc(N)s3)c2C)cc1	2	5	0.2	-1.0	-2	6	-5	5	-7
Cc1ccccc1CCNC(=O)Cn1ccc2cc(S(=O)(=O)N3CCCC3)ccc21	3	30*	0.4	-0.3	-6	2	-9	9	8
(listing goes on)
SMILES	D1 ag	TRHR PAM	D2 ag	TRHR ag	D1 potentiator	D2 antag	RXFP1 antagonist	D2 PAM	D1 antag
CC(=O)c1c(C)c[nH]c1C	0	1	-0.3	1.6	0	31*	4	-7	5
COc1ccccc1C(=O)NCC(=O)N1CCN(S(=O)(=O)c2ccccc2C(F)(F)F)CC1	4	0	-0.9	-0.3	.	-6	11	0	19
CN1CCN(C(=O)c2ccc(CS(=O)Cc3ccc(Cl)cc3)o2)CC1 (stereo unspecified)	3	-1	1.0	0.7	0	7	9	0	-34*
CCOc1ccc(S(=O)(=O)N(CC(=O)NCCSCc2ccccc2)c2ccccc2)cc1	1	-3	-2.3	-1.7	2	.	.	13	-1
CCOc1ccc(NC(=O)CC2C(=O)N(c3ccc(C)cc3)C(=O)N2CCC2=CCCCC2)cc1 (stereo unspecified)	1	1	-0.5	0.9	-2	.	.	14	-9
Cc1[nH]n(-c2ccccc2)c(=O)c1/C=N/NC(=O)c1ccccc1F	0	6	-1.1	-0.3	2	-8	7	-3	2
Cc1cccc(NC(=O)c2ccc(C(=O)c3ccccc3)o2)c1	2	6	-1.8	-0.3	-2	2	-7	8	0

In another format: results already given
SMILES: CCOc1ccc(S(=O)(=O)N(CC(=O)NCCSCc2ccccc2)c2ccccc2)cc1
  D1 ag = 1
  TRHR PAM = -3
  D2 ag = -2.3
  TRHR ag = -1.7
  D1 potentiator = 2
  D2 antag = .
  RXFP1 antagonist = .
  D2 PAM = 13
  D1 antag = -1

SMILES: Cc1cccc(NC(=O)c2ccc(C(=O)c3ccccc3)o2)c1
  D1 ag = 2
  TRHR PAM = 6
  D2 ag = -1.8
  TRHR ag = -0.3
  D1 potentiator = -2
  D2 antag = 2
  RXFP1 antagonist = -7
  D2 PAM = 8
  D1 antag = 0

SMILES: CC(=O)c1c(C)c[nH]c1C
  D1 ag = 0
  TRHR PAM = 1
  D2 ag = -0.3
  TRHR ag = 1.6
  D1 potentiator = 0
  D2 antag = 31*
  RXFP1 antagonist = 4
  D2 PAM = -7
  D1 antag = 5

SMILES: Cc1[nH]n(-c2ccccc2)c(=O)c1/C=N/NC(=O)c1ccccc1F
  D1 ag = 0
  TRHR PAM = 6
  D2 ag = -1.1
  TRHR ag = -0.3
  D1 potentiator = 2
  D2 antag = -8
  RXFP1 antagonist = 7
  D2 PAM = -3
  D1 antag = 2

Bioassay records (PubChem BioAssay)
